ELG1 repair inh – qHTS screen for small molecules that inhibit ELG1-dependent DNA repair in human embryonic kidney (HEK293T) cells expressing luciferase-tagged ELG1; 330,000 compounds, 2.3% hits; AID 504467, 2011; HEK293T ELG1-luciferase reporter, luminescence, 16 h; DNA damage induced by 5-fluorouridine; Potency, µM (doses to about 46.1 µM), without a hit: top-dose activity change, negative = inhibition, usual class: inhibitors; note: potency is the fitted concentration of half-maximal effect; % is set by controls: 0 for no effect and ±100 for the full control effect; nearly all actives have a fitted effect of over 55% in size
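Quantitative HTS, concentration-response format. 2,000 cells/well co-treated with 5-fluorouridine and compound, 16 hr in 5% CO2 at 37 °C; ONE-Glo luminescence read after 30 min.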
RORg inh – qHTS for inhibitors of ROR gamma transcriptional activity; Nuclear receptor ROR-gamma (Mus musculus), P51450; Drosophila S2 Gal4-RORgamma UAS-luciferase reporter, 20 h; Potency, µM (series often up to 53.6 µM), inactives show at the top dose activity change, negative = inhibition, usual class: inhibitors; 310,000 compounds, 5.4% hits; AID 2551, 2010; note: potency is the fitted concentration of half-maximal effect; % is set by controls: 0 for no effect and ±100 for the full control effect; nearly all actives have a fitted effect of over 60% in size
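Read-out: Photinus luciferase luminescence; inhibitors lower reporter signal. Insect Schneider cells with Gal4-ROR gamma fusion under metallothionein promoter, UAS reporter; 700 uM final copper sulfate induction, 20 hr, ambient temperature.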
ELG1 genotox – qHTS screen for small molecules that induce genotoxicity in human embryonic kidney (HEK293T) cells expressing luciferase-tagged ELG1. HEK293T ELG1-luciferase reporter, luminescence, 16 h. Potency, µM (top dose mostly 46 µM), for inactives: top-dose activity change, positive = activation, usual class: activators. 330,000 compounds, 1.3% hits; note: potency is the fitted concentration of half-maximal effect; % of control where 0% means no effect; nearly all actives have a fitted effect of over 60% in size
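Quantitative HTS format in 1536-well plates. HEK293T ELG1-luciferase reporter cells receive test compound and are incubated 16 hr at 37 °C, 5% CO2; ONE-Glo added, 30 min room temperature, then luminescence read.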
Rab9 promoter act – qHTS Assay for Rab9 Promoter Activators | Huh7 Rab9 promoter-luciferase reporter, luminescence, 24 h | Potency, µM (series often up to 9.22 µM), for the others: at the top dose activation, negative = inhibition, most hits filed as activators | 320,000 compounds, 2.8% hits; note: potency is the fitted concentration of half-maximal effect; % of control where 0% means no effect; nearly all actives have a fitted effect of over 60% in size
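Luciferase signal after 10 min detection reagent at ambient indicates Rab9 promoter upregulation; stably transfected Huh7 cells were treated 24 h with compound in DMSO at 37 °C, 5% CO2.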
FLuc counter – qHTS profiling assay for firefly luciferase inhibitor/activator using purifed enzyme and Km concentrations of substrates (counterscreen for miR-21 project) | Potency, µM (doses to about 57.5 µM), for inactives: at the highest dose activity change, negative = inhibition, hits mostly inhibitors | AID 588342, 2011 | 360,000 compounds, 6.9% hits | purified FLuc, Km substrates, luminescence inhibition;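 note: potency is the fitted concentration of half-maximal effect; plate controls were vehicle for no effect and reference inhibitor for full effect; nearly all actives have a fitted effect of over 55% in size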
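Biochemical qHTS of compounds, final roughly 60 µM downward over six points, against 10 nM purified firefly luciferase using Km concentrations of substrates (10 uM D-luciferin, 10 uM ATP) in Tris acetate pH 7.5 buffer; luminescence output.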
VP16 counter – VP16 counterscreen qHTS for inhibitors of ROR gamma transcriptional activity. Potency, µM (top dose mostly 53.6 µM), for the others: at the highest dose activity, negative = inhibition, most hits filed as inhibitors. Drosophila S2 Gal4-VP16 UAS-luciferase, luminescence, 20 h. 310,000 compounds, 3.5% hits;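 note: Gal4-VP16 expression switched on by copper sulfate through the metallothionein promoter; potency is the fitted concentration of half-maximal effect; % is set by controls: 0 for no effect and ±100 for the full control effect; nearly all actives have a fitted effect of over 50% in size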
TRPV1 ag – HTS Assay for Compounds that Act as Agonists of the Vanilloid Receptor 1. 320,000 compounds, 0.19% hits. activation, % at 8.33 µM. Transient receptor potential cation channel subfamily V member 1 (Homo sapiens), Q8NER1. AID 540275, 2011. TRPV1-expressing cells, Fluo-8 calcium influx, agonist mode; in the data active = activation above about 80%; inconclusive = between about 30% and that limit; note: 0% is about no effect
Target sequence (Q8NER1 whole entry, looked up): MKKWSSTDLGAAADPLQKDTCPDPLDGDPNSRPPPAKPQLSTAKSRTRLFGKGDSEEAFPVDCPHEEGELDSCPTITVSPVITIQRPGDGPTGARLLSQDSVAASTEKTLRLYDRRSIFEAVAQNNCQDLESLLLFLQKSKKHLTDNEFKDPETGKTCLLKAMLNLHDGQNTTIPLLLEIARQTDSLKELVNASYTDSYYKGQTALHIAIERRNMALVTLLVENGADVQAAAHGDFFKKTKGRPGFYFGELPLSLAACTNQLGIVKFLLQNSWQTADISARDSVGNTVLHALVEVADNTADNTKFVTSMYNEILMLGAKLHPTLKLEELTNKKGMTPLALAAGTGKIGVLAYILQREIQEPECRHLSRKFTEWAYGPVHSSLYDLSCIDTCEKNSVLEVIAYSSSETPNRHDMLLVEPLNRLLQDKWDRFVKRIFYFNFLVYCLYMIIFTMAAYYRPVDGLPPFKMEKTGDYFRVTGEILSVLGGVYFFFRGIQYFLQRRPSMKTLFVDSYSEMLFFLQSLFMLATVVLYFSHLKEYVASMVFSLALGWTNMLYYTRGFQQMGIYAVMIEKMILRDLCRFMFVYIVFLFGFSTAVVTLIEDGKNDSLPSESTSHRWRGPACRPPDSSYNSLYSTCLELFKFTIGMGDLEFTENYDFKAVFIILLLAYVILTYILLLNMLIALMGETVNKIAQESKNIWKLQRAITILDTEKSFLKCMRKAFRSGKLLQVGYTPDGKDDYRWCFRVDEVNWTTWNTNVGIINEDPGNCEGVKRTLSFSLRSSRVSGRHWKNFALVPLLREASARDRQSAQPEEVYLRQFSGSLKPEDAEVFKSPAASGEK
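Cells expressing TRPV1 were dye-loaded with Fluo-8 and read kinetically: 10 s baseline, 3 min after compound (agonist portion), then 2 min after EC20 capsaicin (allosteric enhancer portion). Calcium-bound dye fluorescence at 480/520 nm.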
Tb PFK block – qHTS Assay to Find Inhibitors of T. brucei phosphofructokinase; ATP-dependent 6-phosphofructokinase (Trypanosoma brucei brucei), O15648; T. brucei PFK, ADP-Glo luminescence; Potency, µM (doses to about 57.5 µM), without a hit: at the highest dose activity, negative = inhibition, usual class: inhibitors; 330,000 compounds, 0.17% hits; AID 485367, 2010;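 note: potency is the fitted concentration of half-maximal effect; 0% = uninhibited 1x PFK enzyme wells and -100% = no-enzyme wells; nearly all actives have a fitted effect of over 60% in size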
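1.25 nM PFK with 0.5 mM F6P and 0.1 mM ATP in 0.1 M TEA pH 8.0, 5 mM MgCl2, incubated 45 min at room temperature; ADP measured by ADP-Glo luminescence; compounds titrated up to 57 uM.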
p53 reactivator – qHTS assay for re-activators of p53 using a Luc reporter; AID 504706, 2011; Potency, µM (titrated, usually from 92.2 µM), inactives show top-dose activity change, positive = activation, usual class: activators; H1299 p53-A138V BP100-luciferase reporter, luminescence, 24 h; 320,000 compounds, 0.063% hits; note: potency is the fitted concentration of half-maximal effect; % of control where 0% means no effect; nearly all actives have a fitted effect of over 45% in size
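H1299 (p53-null), stable ts p53-A138V + BP100-Luc; 1000 cells/well, Opti-MEM/10% FBS; cpd 4 pt, 1:5; 24 h, 37 deg C, 5% CO2; detection reagent 10 min RT; luminescence.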
NPC1 promoter act – qHTS Assay for NPC1 Promoter Activators; Huh7 NPC1 promoter luciferase reporter, 24 h; Potency, µM (highest dose often 9.22 µM), without a hit: top-dose activation, hits mostly activators; 320,000 compounds, 2.4% hits;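 note: potency is the fitted concentration of half-maximal effect; % of control where 0% means no effect; nearly all actives have a fitted effect of over 60% in size; reporter is driven by a mutant NPC1 promoter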
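Luminescence read-out of NPC1 promoter-driven luciferase in stably transfected Huh7 cells; compounds delivered in DMSO and left 24 h at 37C, 5% CO2, qHTS titration format.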
BRCA1 expr act – qHTS Assay to Identify Small Molecule Activators of BRCA1 Expression. MCF7-BRCA1-FFLuc reporter, luminescence, 48 h; response scale: scaled: vehicle 0%, 10 µM genistein 100%. Potency, µM (series often up to 46.1 µM), without a hit: at the top dose activation, usual class: activators. 380,000 compounds, 1.1% hits. AID 624202, 2012; note: potency is the fitted concentration of half-maximal effect; nearly all actives have a fitted effect of over 80% in size; some results filed as inactive show a strong effect at the top dose
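Cells: MCF7-BRCA1-FFLuc, 2000/well. Exposure: 48 h, 37 °C, 5% CO2. Read: luminescence, 15 min post-substrate. Controls: genistein 10 microM (maximal activation), DMSO (neutral).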
Starred values were filed as active, the others as inactive; u = inconclusive; x = no result given; [ ] = another dose, or the depositor's remark. Unless noted, calls come from the whole dose curve; as a rule, active = well fitted curve in the direction sought with a large enough effect; inconclusive = small, poorly fitted or top-dose-only effect, or another doubt; inactive = no such curve, though single readings can be large; an effect the other way counts as inactive or inconclusive.

no.	smiles	ELG1 repair inh	RORg inh	ELG1 genotox	Rab9 promoter act	FLuc counter	VP16 counter	TRPV1 ag	Tb PFK block	p53 reactivator	NPC1 promoter act	BRCA1 expr act
1	CC1CCCN(S(=O)(=O)c2ccc(C(=O)Nc3sc4c(c3C(N)=O)CCN(C)C4)cc2)C1 (centres undefined)	-23%	u	11%	-7%	-2%	u	-3	1%	8%	-2%	-25%
2	Cc1cccc2[nH]c(CN(C)Cc3nc(CC4CC4)no3)nc12	6%	-18%	-1%	0%	0%	-13%	3	-1%	-1%	0%	8%
3	COc1ccc(/C=N/NC(=O)c2ccccc2)cc1CN1CCN(c2ccc(F)cc2)CC1	u	1%	-6%	-1%	-8%	14%	13	0%	1%	-3%	-26%
4	CC(=O)Nc1ccc(NC(=O)CSc2cn(CC(=O)N3CCOCC3)c3ccccc23)cc1	14%	1%	-2%[9.26 µM]	-1%	-1%	-14%	0	-9%	8%	0%	4%
5	O=C(NCc1ccccc1)C1=C[C@@H](c2csc3ccccc23)C[C@@H](OCCCCO)O1	-22%	u	-7%	-15%	-3%	15%	u	-1%	12%	-19%	-60%
6	Cc1ccc(C(=O)N(C)CC(=O)Nc2ccc(N3CCOCC3)cc2)s1	u	x	0%	21%	1%	x	1	8%	21%	18%	23%
7	C=CCC(NCc1ccco1)c1ccc(OC)c(OC)c1 (centres undefined)	-12%	7%	0%	-3%	1%	6%	-4	4%	-2%	2%	1%
8	CCCCn1c(=O)[nH]c2ccccc21	12%	11%	1%	-4%	3%	5%	4	2%	0%	0%	0%
9	Cc1ccc(S(=O)(=O)N2CCC(=O)N(C(COCc3ccc(C(F)(F)F)cc3)Cc3ccccc3)CC2)cc1 (centres undefined)	0%	22%	-1%	-4%	4%	2%	4	6%	6%	-5%	-45%
10	COc1ccccc1NC(=O)/C(=C\c1cccnc1)NC(=O)c1ccccc1	-7%	0%	0%	1%	0%	3%	-1	-6%	-9%	-1%	-17%
11	Cc1nc(C(C)NC(=O)c2cc(COc3ccc(F)c(F)c3)on2)cs1 (centres undefined)	27%	29%	1%	-3%	-3%	1%	25	-15%	7%	-16%	53%
12	Cc1ccc2[nH]c3c(c2c1)CCCC3NCCO (centres undefined)	-19%	23%[1.91 µM]	0%	4%	4%	-8%	18	1%	x	-5%	-15%
13	CCC(=O)N1CCc2cc(S(=O)(=O)N3CCN(C(=O)c4ccco4)CC3)ccc21	x	39%	x	x	3%	15%	-3	x	x	x	-3%
14	CCCc1cc(=O)[nH]c(SCC(=O)c2cc(C)n(C3CC3)c2C)n1	1%	-13%	0%	4%	-2%	4%	-4	1%	-13%	-13%	-30%
15	Cc1cc(-c2ccc(S(=O)(=O)N3CCN(c4cccc(C)c4C)CC3)s2)on1	u	6%	3%	-5%	5%	-11%	u	-4%	6%	-3%	6%

3 compounds from above, limited to NPC1 promoter act, ELG1 repair inh and FLuc counter.
entry	molecule	NPC1 promoter act	ELG1 repair inh	FLuc counter
4	CC(=O)Nc1ccc(NC(=O)CSc2cn(CC(=O)N3CCOCC3)c3ccccc23)cc1	0%	14%	-1%
5	O=C(NCc1ccccc1)C1=C[C@@H](c2csc3ccccc23)C[C@@H](OCCCCO)O1	-19%	-22%	-3%
6	Cc1ccc(C(=O)N(C)CC(=O)Nc2ccc(N3CCOCC3)cc2)s1	18%	u	1%

Later entries.
no.	smiles	ELG1 repair inh	RORg inh	ELG1 genotox	Rab9 promoter act	FLuc counter	VP16 counter	TRPV1 ag	Tb PFK block	p53 reactivator	NPC1 promoter act	BRCA1 expr act
16	O=S(=O)(c1ccc(Cl)cc1)N1CCN(C(=S)NCC2CCCO2)CC1 (centres undefined)	-12%	20%	-2%	7%	4%	-8%	4	4%	-12%	-2%	-14%
17	CCCCOP(=O)(c1ccc(N(C)C)cc1)C(O)c1ccc(C(C)C)cc1 (centres undefined)	-20%	-1%	-2%	-5%	3%	-4%	12	2%	-1%	0%	-28%
18	Cc1ccc(-n2nc3c(N4CCC(C(=O)N5CCCCCC5)CC4)nnc(C)c3c2C)cc1	-48%	-21%	2%	-18%	0%	-11%	13	-1%	2%	-8%	-33%
19	Cc1ccnc(NC(=O)c2ccc([N+](=O)[O-])o2)c1	15%	u	5%	10%	u	u	-3	-17%	u	2%	-69%
20	S=C(c1ccc(-c2cccc(Cl)c2)o1)N1CCOCC1	u	4%	3.5µM*	3.5µM*	5.4µM*	-1%	u	-21%	u	3.2µM*	3.5µM*
21	CCOc1ccccc1OCCCC(=O)N(C)CC(=O)Nc1cc(C)ccc1C	-8%	26%	-3%	1%	-6%	1%	0	-1%	-1%	0%	-1%
22	N#CC1(C#N)CC(C=O)=C(N)C1(C#N)CC(=O)C12CC3CC(CC(C3)C1)C2 (centres undefined)	16µM*	-37%	-7%	-11%	-4%	u	5	2%	-3%	-4%	-73%
23	Cc1ccccc1CN1CCN(S(=O)(=O)c2ccc(F)cc2)CC1	-17%	0%	-4%	-5%	4%	-7%	11	-2%	8%	-1%	0%
24	Cc1c([N+](=O)[O-])c([N+](=O)[O-])nn1CC(=O)NCCc1ccccc1	14%	-27%	-5%	1%	1%	u	13	0%	0%	1%	-29%
25	CN(C)S(=O)(=O)N1CCN(c2ccc([N+](=O)[O-])c(N3CCOCC3)c2)CC1	u	7%	-6%	-4%	-1%	-8%	-2	0%	-1%	-2%	0%
26	Cc1cc2ccccc2n1CCC(=O)O	1%	0%	0%	-1%	1%	5%	0	5%	-2%	0%	-10%
27	O=C(CN1C(=O)CSc2ccccc21)N/N=C/c1ccco1	-11%	0%	0%	-3%	-1%	-8%	-1	-3%	-5%	2%	-7%
28	Cc1cccc(N(CC(=O)NC(C)C)C(=O)CCC(=O)Nc2nccs2)c1	-16%	10%	-5%	0%	-1%	13%	3	1%	2%	-3%	0%
29	O=C(Nc1nc2ccccc2[nH]1)c1ccc([N+](=O)[O-])cc1	u	3.2µM*	u	0.56µM*	u	u	6	0%	u	1µM*	u
30	COc1ccccc1OC1OC2COC(c3ccco3)OC2C(O)C1NC(C)=O (centres undefined)	u	-3%	1%	-6%	3%	-7%	-3	0%	3%	-2%	-11%
31	O=C(c1ccc(S(=O)(=O)Nc2ccc(F)cc2)cc1)N1CCN(C(=O)c2ccco2)CC1	u	-28%	-2%	-17%	1%	20µM*	1	-3%	0%	-3%	-31%
32	CC(C)CC(=O)Nc1ccc2c3c(cccc13)CC2	15%	15%	2%	-8%	2%	-3%	13	0%	-7%	0%	-56%
33	CCCCNS(=O)(=O)c1ccc(NC(=O)c2cccs2)cc1	u	u	2%	-4%	-14%	-8%	4	-7%	9%	-5%	3%
34	COCCCNC(=O)CSc1nc2ccccc2c(=O)n1CCCC(=O)NCC1CCCO1 (centres undefined)	2%	12%	1%	-2%	2%	-2%	0	-3%	8%	0%	-14%
35	CCSc1cc(N2CC(C)OC(C)C2)nc(-c2ccccc2Cl)n1 (centres undefined)	u	-18%	-4%	1%	6%	7%	-3	5%	16%	2%	-30%
36	O=C(CN1CCN(Cc2ccccc2)CC1)Nc1ccc(F)c(F)c1	-4%	-18%	-8%	-1%	0%	3%	2	-5%	5%	-3%	-20%
37	CCOC(=O)c1cnc2c(OC)cccc2c1Oc1ccccc1	-9%	-5%	-8%	12%	0%	-5%	16	0%	10%	2%	3%

Screening data from PubChem BioAssay.
